HDAC3 inhib = HDAC3 deacetylase inhibitors, primary screen, biochemical, fluorescence, cell-free homogeneous; hit rate 0.15% among 320,000; recombinant HDAC3, fluorogenic peptide/trypsin coupled; inhibition, % at 8.3 µM; Histone deacetylase 3 (Homo sapiens), O15379; in the data active = inhibition above about 26%, passing the limit was not always enough
hERG rescue = hERG rescue from dofetilide block, primary screen, cell-based, CHO-hERG, FluxOR thallium flux, dofetilide IC70. Voltage-gated inwardly rectifying potassium channel KCNH2 (Homo sapiens), Q12809. dofetilide IC70 present. activation (rescue from dofetilide block), less the hit threshold, % at 10 µM. hit rate 0.51% among 310,000;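 active = activation above the mean of controls blocked by dofetilide plus 5 SD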;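 note: thallium influx through hERG after potassium depolarization seen as dye fluorescence rise; in these data hits start at about 4.7%; inactives centre near -7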
RGS4 pot = RGS4 potentiators or activators, primary screen, cell-based, HEK293 M3R inducible RGS4, calcium flux | carbachol calcium flux Fluo4; stronger effect = lower value | B-score at 10 µM | hit rate 0.92% among 310,000;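 active = B-score of the integrated calcium signal more than 4 SD below the library mean, with starting fluorescence not abnormally high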;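 note: negative B-score means reduced calcium response which marks RGS4 activation or potentiation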
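Assay system: Inducible-RGS4 HEK293 cells carrying M3 receptor | Schedule: Compound preincubation 20 min at room temperature before agonist | Signal: Kinetic calcium fluorescence imaging with Fluo4-AM dye, 2 µM | Read-out basis: B score from integrated fluorescence ratio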
GSK3A inh = blockers of GSK3A enzyme activity – biochemical, luminescence, cell-free homogeneous, HTS, primary screen; Glycogen synthase kinase-3 alpha (Homo sapiens), P49840; GSK-3 alpha kinase, ADP-Glo luminescence, 60 min; inhibition, % at 10 µM; hit rate 0.1% among 320,000; AID 2650, 2010;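 in the data active = inhibition above about 50%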;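 note: GST-tagged GSK-3 alpha with peptide substrate and 25 µM ATP; 0% = DMSO neutral wells and 100% = GW8510 positive control wells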
KCNQ1 pot = potentiators or activators of KCNQ1 channel, primary screen, cell-based, thallium flux, high-throughput; Potassium voltage-gated channel subfamily KQT member 1 (Homo sapiens), P51787; CHO-K1 KCNQ1, thallium flux FluxOR fluorescence; stronger effect = higher value; B-score at 10 µM; hit rate 0.35% among 310,000; AID 2648, 2010;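 active = fluorescence ratio B-score, a plate-corrected score, at least three library SD, with initial intensity B-score within 5 SD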
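Assay system: CHO-K1 cells stably expressing KCNQ1; Medium: assay buffer with matched DMSO; Also added: K+/Tl+ depolarizing stimulus; Dosing: single dose; Timing: dye 90 min, compound 20 min, room temperature; Measured by: kinetic FluxOR thallium fluorescence, 10-s 1-Hz baseline, 110-s post-stimulus read; Read-out: peak-minus-minimum fluorescence over initial fluorescence, negative-control normalized, B-scored.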
KCNK9 inh = KCNK9 potassium channel inhibitors, primary screen, HEK293 cells, thallium flux | B-score at 10 µM | Potassium channel subfamily K member 9 (Homo sapiens), Q9NPC2 | hit rate 1.2% among 310,000 | FluxOR thallium flux fluorescence; stronger effect = lower value;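 active = ratio B-score over 3 SD below the library mean, with starting fluorescence within 5 SD of its mean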;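 note: negative B-score means less thallium flux so channel inhibition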
Target sequence (Q9NPC2 whole entry, looked up): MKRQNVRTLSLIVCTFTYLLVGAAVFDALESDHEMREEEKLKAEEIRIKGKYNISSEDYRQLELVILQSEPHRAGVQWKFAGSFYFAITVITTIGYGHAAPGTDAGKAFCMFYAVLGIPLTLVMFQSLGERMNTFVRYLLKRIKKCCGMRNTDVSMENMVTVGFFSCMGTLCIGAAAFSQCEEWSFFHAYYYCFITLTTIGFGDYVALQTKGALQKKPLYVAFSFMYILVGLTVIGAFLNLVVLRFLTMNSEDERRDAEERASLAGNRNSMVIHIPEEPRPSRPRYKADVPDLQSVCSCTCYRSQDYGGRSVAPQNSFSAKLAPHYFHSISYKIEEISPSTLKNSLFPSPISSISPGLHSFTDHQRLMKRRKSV
Dyrk1A ADPGlo = rat Dyrk1A kinase inhibitors, primary screen, biochemical, single point, plate reader; AID 504441, 2011; hit rate 0.43% among 310,000; ADP-Glo luminescence, NFATc1 peptide; inhibition, % at 12.5 µM; Dual specificity tyrosine-phosphorylation-regulated kinase 1A (Rattus norvegicus), Q63470; in the data active = inhibition above about 50%;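 note: plate controls were vehicle with enzyme for no effect and no enzyme for full effect; many of its hits are not listed in these tables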
GSK3B inh = human GSK3beta kinase inhibitors, primary screen, biochemical, cell-free homogeneous, HTS; Glycogen synthase kinase-3 beta (Homo sapiens), P49841; GST-GSK3beta kinase, ADP-Glo luminescence, 60 min; stronger effect = lower value; activity score (negative = inhibition), % at 10 µM; hit rate 0.038% among 300,000;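 active = more than half of replicate wells score below -50%, meaning over 50% inhibition versus plate controls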;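 note: 0% = median DMSO wells and -100% = median GW8510 positive control wells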
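Test system: GST-tagged human GSK3beta kinase, cell-free; evaluation: activity score scaled between in-plate DMSO and GW8510 controls; measured by: ADP-Glo luminescence; incubation: 60 min reaction, RT; benchmarks: DMSO and 20 µM GW8510; reagent: peptide substrate plus 25 µM ATP (final); medium: Tris/MgCl2 kinase buffer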
KCNQ1 inh = inhibitors of human KCNQ1 channel, primary screen, cell-based, thallium flux, high-throughput; Potassium voltage-gated channel subfamily KQT member 1 (Homo sapiens), P51787; CHO-K1 KCNQ1, FluxOR thallium flux fluorescence; stronger effect = higher value; B-score at 10 µM; hit rate 1.3% among 310,000; AID 2642, 2010;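 active = compounds whose thallium flux B-score, printed positive for inhibition, exceeds three library SD while starting fluorescence stays within three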;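 note: channel opened by potassium depolarization with thallium stimulus after 20 min compound exposure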
KCNK3 inh = human KCNK3 channel inhibitors, primary screen, CHO cells, FluxOR thallium flux, B-score. FluxOR fluorescence; stronger effect = lower value. B-score at 10 µM. hit rate 0.84% among 340,000. AID 602410, 2012;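 active = B-score under library mean minus 4 SD, starting fluorescence ratio at most library mean plus 5 SD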;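 note: more negative B-score means stronger inhibition of thallium flux through KCNK3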
Target sequence (O14649 whole entry, looked up): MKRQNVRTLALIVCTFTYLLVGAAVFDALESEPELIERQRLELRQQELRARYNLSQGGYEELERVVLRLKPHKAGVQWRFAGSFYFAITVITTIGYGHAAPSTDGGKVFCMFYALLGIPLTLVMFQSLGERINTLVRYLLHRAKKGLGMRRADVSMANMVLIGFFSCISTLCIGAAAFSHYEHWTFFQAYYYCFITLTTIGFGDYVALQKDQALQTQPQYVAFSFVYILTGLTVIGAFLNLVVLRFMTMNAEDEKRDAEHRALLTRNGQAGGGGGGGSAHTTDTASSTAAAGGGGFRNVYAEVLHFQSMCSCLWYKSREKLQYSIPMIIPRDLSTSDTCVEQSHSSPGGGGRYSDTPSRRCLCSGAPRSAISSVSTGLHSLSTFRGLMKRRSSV
PolyA inh = polyadenylation inhibitors in yeast reporter cells, primary screen, luminescence, S. cerevisiae | S. cerevisiae SKY197-pL101 polyadenylation reporter, beta-gal luminescence; efflux-impaired pdr1/pdr3 knockout yeast; score 100 = 6 SD above DMSO | calls only at 12 µM | hit rate 0.02% among 300,000 | AID 1875, 2009;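 active = lowest replicate activity score at least 50, where 100 means six control SD above control mean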;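 note: yeast exposed to compound for 9 h at 30 °C; higher score means more reporter readthrough which indicates perturbed polyadenylation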
Numbers without * were called inactive; i = inactive; nt = no result given. A portion of the library; the hit share may differ from the screen's.

SMILES | HDAC3 inhib | hERG rescue | RGS4 pot | GSK3A inh | KCNQ1 pot | KCNK9 inh | Dyrk1A ADPGlo | GSK3B inh | KCNQ1 inh | KCNK3 inh | PolyA inh
CC(C)(C)c1cn(-c2ccc(F)cc2)c(=S)[nH]1 | -6 | -5 | i | -3 | i | i | 0 | 3 | i | i | i
O=C(O)c1cccc(-n2cccc2/C=C2/NC(=O)N(c3cccc(Cl)c3)C2=O)c1 | 3 | -6 | i | -2 | i | i | -2 | -1 | i | i | i
CC(C)NC(=O)c1ccc(-n2nc(C(F)(F)F)c3c2CCCC3)cc1 | -4 | -7 | i | 8 | i | i | -2 | 1 | i | i | i
CCCn1c(NCc2cc(C)ccc2O)nc2ccccc21 | 10 | -12 | i | -1 | i | i | -1 | 1 | i | i | i
Cc1cccc(/C=C\c2nc3ccccc3c(=O)[nH]2)c1 | 2 | -2 | i | -5 | i | i | -5 | 3 | i | i | i
O=c1c2ccc([N+](=O)[O-])cc2ncn1Cc1ccccc1C(F)(F)F | 0 | -11 | i | 0 | i | i | 6 | 1 | i | i | i
CN1/C(=C\C(=O)C[n+]2cccc(Br)c2)C(C)(C)c2ccccc21 | 5 | -14 | i | 1 | i | i | nt | -1 | i | i | i
CCc1c(C(=O)NN2C(=O)C3CCCCC3C2=O)csc1C (configuration not stated) | -1 | -3 | i | -2 | i | i | 17 | -4 | i | i | i
CCc1cc2c(N3CCN(C(=O)c4ccco4)CC3)ncnc2s1 | 4 | 0 | i | 1 | i | i | 31 | -1 | i | i | i
CCN(CC)CCCn1c(C)cc2c(c1=O)C(c1cc(OC)c(OC)cc1OC)C(C#N)=C(N)O2 (configuration not stated) | 6 | -5 | i | -2 | i | i | -5 | 1 | i | i | i
COc1cc(/C=C/C2=NNC(=O)CC2)cc(OC)c1OC | -2 | -3 | i | 1 | i | i | -3 | 8 | i | i | i
O=C(CSC(=S)N1CCSCC1)c1ccccc1 | nt | 0 | i | nt | i | i | 2 | -1 | i | i | i
NC(=O)N/N=C/c1cn(-c2ccccc2)nc1-c1ccccc1 | 5 | -14 | i | -1 | i | i | nt | 0 | i | i | i
C#CNC(=O)C1(CC=C)CCNCC1 | 1 | -9 | i | -1 | i | i | 2 | -2 | i | i | i
CC(C)(C)N(NC(=O)OCc1ccccc1)C(=O)c1ccccc1 | -11 | -7 | i | -2 | i | i | -4 | 1 | i | i | i
Cc1ccccc1C(=O)Nc1ccccc1NC(=O)c1ccccc1Br | -5 | -10 | i | -1 | i | i | -4 | -5 | i | i | i
COCCCn1c(C(=O)Nc2ccc3c(c2)OCO3)cc2c(=O)n3ccccc3nc21 | 3 | -6 | i | -2 | i | i | -3 | 2 | i | i | i
COc1cc(NC(=S)N2CCN(C(=O)c3ccco3)CC2)c(OC)cc1Cl | 13 | -5 | i | -2 | i | i | 1 | -16 | i | i | i
CCOC(=O)COn1c(=O)c(-c2cccs2)[n+]([O-])c2ccccc21 | 53* | -13 | i | -4 | i | -8.3* | -3 | -30 | i | i | i
O=C(NCCc1cnc[nH]1)c1ccc(-c2ccccc2)cc1 | -15 | -6 | i | 0 | i | i | 1 | 3 | i | i | i

Look-ups from the results shown:
In HDAC3 inhib, `O=c1c2ccc([N+](=O)[O-])cc2ncn1Cc1ccccc1C(F)(F)F` reads 0
In Dyrk1A ADPGlo, `COCCCn1c(C(=O)Nc2ccc3c(c2)OCO3)cc2c(=O)n3ccccc3nc21` reads -3

(further entries)
SMILES | HDAC3 inhib | hERG rescue | RGS4 pot | GSK3A inh | KCNQ1 pot | KCNK9 inh | Dyrk1A ADPGlo | GSK3B inh | KCNQ1 inh | KCNK3 inh | PolyA inh
CCc1nc2sc3c(c2c(=O)n1N)CCC3 | 11 | -7 | i | 1 | i | i | 5 | 3 | i | i | i
CCOc1ccc(/C(CCC(=O)O)=N/NC(=S)NCCc2ccccc2)cc1 | 5 | -11 | i | -8 | i | i | 23 | 3 | i | i | i
Cc1[nH]c2ccc(CNS(=O)(=O)c3ccc(S(=O)(=O)N4CCOCC4)cc3)cc2c1C | -7 | -8 | i | 0 | i | i | 0 | -6 | i | i | i
O=C(Nc1ccc2c(c1)OCCO2)C1CCN(S(=O)(=O)c2cccc3nsnc23)CC1 | -3 | -4 | i | 0 | i | i | 14 | -1 | i | i | i
O=C(CN1CCN(Cc2ccccc2F)C1=O)NCC1CCCO1 (configuration not stated) | -3 | -7 | i | -1 | i | i | -5 | -5 | i | i | i
O=C(Cc1csc(-c2ccccc2)n1)NCc1ccco1 | 2 | -7 | i | 0 | i | i | -2 | -5 | i | i | i
COC(=O)c1cc2oc(C)cc2n1CC(=O)Nc1ccc(C)c(C)c1 | 8 | -5 | i | -3 | i | i | 1 | 1 | i | i | i
c1ccc2nc3c(cc2c1)CCCCCC3 | -10 | -5 | i | 2 | i | i | -2 | 1 | i | i | i
CC(C)NC(=O)C(=O)NCCc1ccc(Cl)cc1 | 1 | -15 | i | -1 | i | i | 5 | -1 | i | i | i
Cc1ccc(CNC(=O)C23CN(Cc4ccccc4)CC2C(c2ccc([N+](=O)[O-])cc2)=NO3)cc1 (configuration not stated) | -11 | -6 | i | -1 | i | i | 15 | 1 | i | i | i
Clc1ccc(OCc2nnc(SCc3nnc(-c4ccccc4)o3)o2)c(Cl)c1 | -4 | -9 | -9.7* | -2 | i | i | -3 | 0 | i | i | i
CCCCC(CC)CNCc1cccn1CCN1CCOCC1 (configuration not stated) | 7 | -9 | i | 0 | i | i | nt | 0 | i | i | i
Cc1ccc(S(=O)(=O)N2CCN(C(=O)CSc3nnc(C)s3)C2)cc1 | -3 | -10 | i | nt | i | i | -15 | 1 | i | i | i
COC(=O)c1ccccc1NC(=O)C1CCN(C(=O)c2cc(OC)c(OC)c(OC)c2)CC1 | -4 | -1 | i | 1 | i | i | 8 | 1 | i | i | i
CCOC(=O)c1cccc(OS(=O)(=O)Cc2ccccc2)c1 | 12 | -7 | i | -3 | i | i | nt | 0 | i | i | i
CCOC(=O)c1c(NC(=O)CSc2nccn2C)sc(C(=O)NC)c1C | 8 | -17 | i | -3 | i | i | 1 | 0 | i | i | i
Cn1c(=O)n(C)c2cc([N+](=O)[O-])c(N3CCN(C(=O)c4ccccc4)CC3)cc21 | 0 | -5 | i | 4 | i | i | -3 | 1 | i | i | i
O=C(c1cccc(F)c1)N1CCN(CC2CC3C=CC2C3)CC1 (configuration not stated) | 2 | -5 | i | -2 | i | i | 7 | -5 | i | i | nt
Cc1ccccc1NC(=O)Nc1c(C)n(C)n(-c2ccccc2)c1=O | 9 | -8 | i | 1 | i | i | nt | 1 | i | i | i
O=C(COc1cccc2ccccc12)NNC(=O)Nc1ccccc1 | 3 | -12 | i | -5 | i | i | -4 | 1 | i | i | i
CC1(C)CC[C@@]23CC[C@]4(C)[C@@](OC2=O)(C3C1)[C@H]1O[C@H]1C1[C@@]2(C)CC[C@H](O)C(C)(C)C2CC[C@]14C (some centres not stated) | 5 | -4 | i | 1 | i | i | nt | -19 | i | nt | i
Cc1cc(C)cc(NC(=S)N2CCC(NC(=O)c3ccco3)CC2)c1 | 4 | -7 | i | -2 | i | i | -3 | nt | i | i | i
COc1ccccc1-c1cn(C(C)(C)C)nc1C | -12 | -1 | i | 1 | i | i | 2 | 3 | i | i | i
Cc1c(CCC(=O)O)c(=O)oc2c(C)c3occ(-c4ccc(Br)cc4)c3cc12 | -9 | -3 | i | 3 | i | i | -6 | 1 | i | i | i
CCCCC(=O)NCCNc1nc2c(c(=O)n(C)c(=O)n2C)n1Cc1ccc(F)cc1 | -1 | -6 | i | -2 | i | i | -5 | 3 | i | i | i
Cc1cc(NC(=O)CSc2ccccn2)cc(NC(=O)CSc2ccccn2)c1 | -1 | -7 | i | -4 | i | i | -5 | 3 | i | i | i
CCOC(=O)c1oc2ccccc2c1NC(=O)c1cc(OC)cc(OC)c1 | 1 | -14 | i | -2 | i | i | 5 | -1 | i | i | i
COC(=O)c1ccc(OCC(=O)c2ccc(C)c(C)c2)cc1 | 4 | -10 | i | 0 | i | i | -8 | -1 | i | i | i
CC(C)(C)c1ccc(OCC(=O)NNC(=O)Cc2cccs2)cc1 | -1 | -8 | i | 0 | i | i | 10 | -1 | i | i | i
CCc1c(C(=O)NNC(=S)NCC2CCCO2)csc1C (configuration not stated) | -6 | -9 | i | -2 | i | i | -1 | -1 | i | i | i

Shown in markdown: entries from further up.
| Structure | HDAC3 inhib | hERG rescue | RGS4 pot | GSK3A inh | KCNQ1 pot | KCNK9 inh | Dyrk1A ADPGlo | GSK3B inh | KCNQ1 inh | KCNK3 inh | PolyA inh |
| --- | --- | --- | --- | --- | --- | --- | --- | --- | --- | --- | --- |
| Cc1cc(C)cc(NC(=S)N2CCC(NC(=O)c3ccco3)CC2)c1 | 4 | -7 | i | -2 | i | i | -3 | nt | i | i | i |
| Cc1cc(NC(=O)CSc2ccccn2)cc(NC(=O)CSc2ccccn2)c1 | -1 | -7 | i | -4 | i | i | -5 | 3 | i | i | i |

Screening data (PubChem BioAssay)
